NOD1 NF-kB reporter = NOD1 signaling inhibitors, primary screen, cell-based, luminescence, uHTS (AID 1578). NOD1-driven NF-kB luciferase reporter cells, luminescence; higher % means a stronger effect. inhibition, % at 4 µM, or EC50 in µM where a hit was titrated. 1% of 290,000 active; in the data active = inhibition mostly above about 36%, no sharp cut-off; inactive = mostly below about 34%;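 note: HEK-293T reporter cells stimulated with the NOD1 agonist gamma-tri-DAP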
KOR beta-arrestin-1 = KOR antagonists, beta-arrestin recruitment, cell-based, luminescence, uHTS (AID 1778); KOR beta-arrestin recruitment, luminescence, antagonist mode; higher % means a stronger effect; 0.091% of 290,000 active; inhibition, % at 10 µM; hits with a dose series show IC50 in µM; note: strong numbers were not always called active
AID2073 = disruptors of CaV2.2 binding to Mint1 – biochemical, HTRF (AID 2073) | one-dose inhibition, % at 20 µM; IC50 in µM for titrated hits | 0.19% of 290,000 active | HTRF protein-protein interaction, Mint1-CaV2.2; higher % means a stronger effect; in the data active = inhibition mostly above about 51%, no sharp cut-off; note: some results filed as inactive read as strong as hits
HEK293 NOD2/NF-kB = NOD2 signaling inhibitors, cell-based, luminescence, uHTS, HEK293 (AID 1566); HEK293 NOD2/NF-kB luciferase reporter, luminescence; higher % means a stronger effect; inhibition, % at 4 µM; hits with a dose series show EC50 in µM; 0.63% of 290,000 active; note: many of its hits are not listed in these tables
KOR beta-arrestin-2 = KOR agonists, beta-arrestin recruitment, primary screen, cell-based, luminescence, uHTS (AID 1777). KOR beta-arrestin recruitment, luminescence; higher % means a stronger effect. activation, % at 10 µM, or EC50 in µM where a hit was titrated. 0.02% of 280,000 active; in the data active = activation above about 50%, passing the limit was not always enough; note: a part of the inactive calls stands beside numbers as strong as those of hits
NS5 inhibitors = Dengue-2 NS5 methyltransferase inhibitors, primary screen, biochemical, confirmation dose response (AID 588689); Dengue-2 NS5 methyltransferase capping enzyme assay, biochemical; higher % means a stronger effect; inhibition, % at 25 µM, or IC50 in µM where a hit was titrated; 0.3% of 340,000 active; in the data active = a potency from the dose series
Yfh1-depleted yeast = enhancers of respiration in Yfh1-depleted yeast, dose response, Friedreich's ataxia, plus single-dose screen (AID 1465) | S. cerevisiae Yfh1-off respiration, WST-1 reduction, 72 h; higher fold induction means a stronger effect | one-dose fold induction at 50 µM; EC50 in µM for titrated hits | 0.074% of 220,000 active;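 active = fold induction of absorbance versus untreated yeast above a set limit, then at least 30% activation at any dose in follow-up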;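 note: activators that raise dye reduction in frataxin-depleted yeast; strong numbers were not always called active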
West Nile antiviral = West Nile virus antiviral activity, cell-based, CPE readout (AID 1621); 0.02% of 290,000 active; one-dose CPE inhibition, % at 10 µM; IC50 in µM for titrated hits; West Nile virus-infected cells, CPE inhibition; higher % means a stronger effect; in the data active = a potency from the dose series; note: strong numbers were not always called active
HIV peptide binding = cell-free HIV fusion peptide-binding blockers – biochemical, uHTS, fluorescence dequenching, primary screen (AID 1986) | cell-free peptide binding, fluorescence dequenching, 30 min; higher % means a stronger effect | inhibition, % at 20 µM, or IC50 in µM where a hit was titrated | 0.3% of 290,000 active; in the data active = inhibition mostly above about 52%, no sharp cut-off; inactive = mostly below about 76%; note: some results filed as inactive read as strong as hits
NS5 inhibitors pilot replicate = second read-out of NS5 inhibitors, no call of its own (marks repeat the call); inhibition, %; measured here: pilot screen replicate inhibition
* marks the source's active call; other numbers are inactive results; i = inactive; nt = not tested or not shown; [ ] = another dose, or the depositor's remark. Cut-off read from the data, not from the text of the source, unless noted: active = inhibition above about 50%; inactive = the rest.

SMILES	NOD1 NF-kB reporter	KOR beta-arrestin-1	AID2073	HEK293 NOD2/NF-kB	KOR beta-arrestin-2	NS5 inhibitors	Yfh1-depleted yeast	West Nile antiviral	HIV peptide binding	others
CCCOC(=O)c1cc(=O)[nH]c2ccccc12	-5%	18%	0%	2%	3.0%	-6%	i	0.3%	-0.4%
Cc1ccc(-c2noc(CN(C(=O)c3ccc4c(c3)OCO4)C(C)C)n2)cc1	6%	-1%	5%	-6%	1.3%	-2%	nt	-0.1%	1.6%
CC(C)CC(O)(CC(C)C)C(=O)NNc1ccccc1	-15%	4%	6%	-1%	-7.2%	-5%	i	-0.6%	12%
Cc1ccc(S(=O)(=O)n2cnc3cc([N+](=O)[O-])ccc32)c(C)c1C	-12%	-13%	13%	-10%	0.9%	9%	i	0.3%	-0.6%
CC(C)(C)c1ccc(C(=O)N/C(=C\c2cccs2)C(=O)N2CCOCC2)cc1	-11%	-28%	-7%	12%	0.7%	0%	nt	0.3%	0.6%
COc1ccc(/C(O)=C2\C(=O)C(=O)N(c3cc(C)on3)C2c2ccccc2OC)cc1 (configuration not stated)	-3%	-36%	8%	11%	-2.3%	-5%	i	0.2%	-2.8%
CC(=O)Nc1cccc(NC(=O)c2cc(-c3cccnc3)nc3ccc(Cl)cc23)c1	4%	-85%[20 µM]	-3%	24%	-5.6%	1%	i	-0.4%	3.2%
NC(=O)c1nnsc1-c1ccc(-c2snnc2C(N)=O)cc1	-8%	20%	25%	-3%	-0.2%	1%	i	2.0%	1.1%
Cc1cc(C)n(C(=O)C(C)N2C(=O)c3ccccc3C2=O)n1 (configuration not stated)	-2%	12%	-6%	13%	-5.5%	-6%	i	nt	0.9%
CCOc1ccc(NC(=O)c2cc3ccccc3cc2O)cc1	-4%	3%	36%	8%	1.4%	22%	i	-0.5%	18%
Cc1ccc(C(=O)c2c(NC(=O)c3ccncc3)sc3c2CCCC3)cc1	15%	46%	-1%	22%	-6.2%	-3%	i	0.2%	-0.5%	NS5 inhibitors pilot replicate=1.2
CCN(CC)S(=O)(=O)N1CCC(C(=O)NCc2ccc3c(c2)OCO3)CC1	-5%	32%	6%	16%	1.9%	-3%	i	0.0%	0.8%
O=C(Cc1cccs1)Nc1cccc(-c2nnc(-c3ccco3)o2)c1	-4%	-23%	0%	0%	2.0%	5%	i	-1.1%	0.2%
COc1ccc(NC(=O)C2CCCN(C(=O)Nc3ccc(F)cc3)C2)cc1 (configuration not stated)	-17%	-31%	5%	1%	0.3%	-4%	nt	-0.7%	1.1%
CCCCNc1ccc(S(=O)(=O)c2cccc([N+](=O)[O-])c2)cc1[N+](=O)[O-]	11%	-21%	2%	14%	3.8%	-2%	i	-1.8%	2.6%
Cc1c(/C=N\NC(=O)C2(C)CC2(Cl)Cl)cnn1C (configuration not stated)	-16%	-8%	3%	7%	-1.1%	-5%	i	-0.2%	-0.9%
C=CCn1c(=O)c(C(=O)NCc2ccc3c(c2)OCO3)c(O)c2ccccc21	-14%	22%	14%	21%	-2.9%	-1%	nt	0.0%	-0.9%
Cc1cc(NC(=O)CSc2nc3cc(C)c(C)cc3cc2C)no1	-34%	-17%	-2%	12%	-1.2%	-11%	nt	-0.3%	-0.5%
CCOc1ccccc1NC(=O)N1CCN(S(C)(=O)=O)CC1	-27%	-9%[20 µM]	4%	-23%	-4.9%	-4%	i	-0.5%	0.9%
CCCCC(CCC(=O)NNC(=O)Cc1ccccc1)C(=O)O (configuration not stated)	-1%	-2%	4%	17%	3.8%	-4%	i	0.0%	-0.7%
CCC(C)(C)C1CCC2(CC1)NC(=O)N(CC(=O)Nc1nc(-c3ccc(C)cc3)cs1)C2=O (configuration not stated)	-35%	4%	10%	-16%	-0.3%	1%	i	0.0%	2.2%
Brc1ccccc1CN1CCC(N2CCCCC2)CC1	-1%	-10%	-7%	0%	-10%	0%	i	0.3%	-4.2%
O=C(CNC(=O)c1ccc(S(=O)(=O)N2CCCCC2)cc1)N/N=C/c1ccco1	-11%	24%	19%	3%	-3.3%	8%	i	-0.2%	-4.5%
CN(C)/C=C/C(=O)c1cc(N2CCOCC2)ccc1[N+](=O)[O-]	-10%	-8%	6%	0%	-0.6%	-8%	i	0.6%	1.5%
O=C(NCc1ccc2c(c1)OCO2)c1cc(=O)[nH]c2ccccc12	-6%	28%	-4%	6%	1.7%	2%	i	0.0%	-2.6%
Cn1c(=O)c2cc(S(=O)(=O)NCCC(=O)NCc3ccccc3Cl)ccc2n(C)c1=O	-28%	-31%	22%	1%	2.8%	-6%	i	0.2%	4.2%
COC1(NS(=O)(=O)c2ccc(Br)cc2)C(C)=CC(=O)C=C1C	-36%	-19%	-27%	-3%	5.8%	4%	i	0.5%	1.4%
CC(=O)Oc1ccc2c(c1)C(=O)c1ccccc1C2=O	6%	-1%	7%	-2%	0.2%	2%	nt	-0.1%	-0.2%
CC(=O)Nc1ccc(/C=C/C(=O)c2ccc3c(c2)OCCO3)cc1	-28%	-10%	14%	4%	-0.3%	-10%	nt	2.6%	2.0%
O=C(CCCN1C(=O)/C(=C\c2cccs2)SC1=S)Nc1cc([N+](=O)[O-])ccc1O	26%	-4%	13%	30%	0.5%	-2%	nt	1.2%	23%
CCCOc1ccc(CNC(=O)Cn2ncc3ccccc32)cc1	-4%	38%	8%	-38%	2.1%	-8%	i	0.3%	0.1%
N#CC12CCCCC1CC1CCCCC1(C#N)N2Cc1ccccn1 (configuration not stated)	13%	-9%	-4%	5%	-1.6%	nt	i	0.3%	-2.8%
COc1cccc(C(=O)Nc2nnc(-c3ccccc3)s2)c1OC	35%	-45%[20 µM]	20%	-25%	-0.9%	-1%	nt	0.0%	3.2%
COc1cc(/C=C/c2ccc3cccc([N+](=O)[O-])c3n2)ccc1OCC(=O)O	-10%	3%	17%	-2%	11%	12%	i	0.2%	24%
O=S(=O)(N/N=C/c1cccc(OC2CSC2)c1)c1ccccc1	-8%	3%	-5%	4%	1.6%	5%	i	-0.3%	1.0%
CC(C)Sc1nc2c([nH]c3ccccc32)c(=O)n1C	-2%	1%	29%	10%	-3.7%	nt	i	-0.6%	-1.5%
Cc1nnc(C)c2c(C)n(C(c3ccccc3)c3ccccc3)c(C)c12	-9%	30%	-8%	-13%	-3.3%	-34%	i	-1.1%	-1.3%
O=C(O)c1ccc(S(=O)(=O)Cc2ccccc2)cc1	-16%	15%	-24%	14%	-2.8%	-15%	i	0.5%	-0.5%
COc1ccc(/C=N/NC(=O)c2ccncc2)cc1Cn1nc([N+](=O)[O-])c(Br)c1C	-24%	-15%	18%	14%	-1.5%	nt	i	-0.3%	-2.3%
O=C(c1cccc(Cl)c1)N1CCN(c2ccccn2)CC1	-9%	15%	11%	16%	-1.3%	-9%	i	0.0%	-2.7%
COc1cc(/C=N/Nc2ccnc(=O)[nH]2)ccc1O	-4%	-1%	-5%	-3%	4.0%	-2%	nt	0.0%	1.0%
O=C(CCC1CCCCC1)Nc1ccccc1-c1ccccc1	nt	-58%	-2%	4%	1.1%	-5%	i	-1.3%	-2.6%
CN(C)c1ccc(/C=C/C(=O)c2ccccc2)cc1[N+](=O)[O-]	-5%	13%	-5%	-41%	-1.5%	8%	i	-0.6%	-4.3%
COc1ccccc1/C=C/C1=NC(=C\N(C)C)/C(=O)O1	-84%	-22%	5%	-28%	-3.2%	nt	i	0.2%	-1.5%
O=C(N/C(=C/c1cn(-c2ccccc2)nc1-c1ccccc1)C(=O)N1CCOCC1)c1ccccc1	-24%	11%	3%	0%	5.8%	nt	i	-0.7%	4.0%
CC1=CC(=O)OC1Cc1ccncc1 (configuration not stated)	5%	-39%	2%	-8%	-12%	1%	i	-0.2%	-1.3%
CC/C(C)=N\NC(=O)CNC(=O)c1ccc(Cl)cc1Cl	-45%	6%	1%	-6%	-4.1%	2%	i	0.1%	2.4%
CCCCC(=O)NC(c1cccc([N+](=O)[O-])c1)c1c(OC(C)=O)ccc2ccccc12 (configuration not stated)	25%	-7%	3%	15%	1.0%	-8%	i	-0.5%	-1.0%

Reprinted from the results shown (four entries):
SMILES	NOD1 NF-kB reporter	KOR beta-arrestin-1	AID2073	HEK293 NOD2/NF-kB	KOR beta-arrestin-2	NS5 inhibitors	Yfh1-depleted yeast	West Nile antiviral	HIV peptide binding	others
CCCOC(=O)c1cc(=O)[nH]c2ccccc12	-5%	18%	0%	2%	3.0%	-6%	i	0.3%	-0.4%
Cc1ccc(-c2noc(CN(C(=O)c3ccc4c(c3)OCO4)C(C)C)n2)cc1	6%	-1%	5%	-6%	1.3%	-2%	nt	-0.1%	1.6%
CC(C)CC(O)(CC(C)C)C(=O)NNc1ccccc1	-15%	4%	6%	-1%	-7.2%	-5%	i	-0.6%	12%
Cc1ccc(S(=O)(=O)n2cnc3cc([N+](=O)[O-])ccc32)c(C)c1C	-12%	-13%	13%	-10%	0.9%	9%	i	0.3%	-0.6%

Additional records follow:
SMILES	NOD1 NF-kB reporter	KOR beta-arrestin-1	AID2073	HEK293 NOD2/NF-kB	KOR beta-arrestin-2	NS5 inhibitors	Yfh1-depleted yeast	West Nile antiviral	HIV peptide binding	others
CCC(C)(C)NC(=O)C(c1cccn1C)N(C(=O)Cn1nnc2ccccc21)c1ccc(OC)cc1 (configuration not stated)	-5%	-38%	-9%	-6%	-2.5%	-3%	i	-0.5%	-0.1%
O=C(Cn1cccc1)NC1CCCCCC1	7%	-11%	7%	14%	-0.2%	3%	i	0.7%	0.6%
O=C(/C=C/c1ccccc1)N1CCN(C(=O)c2ccco2)CC1	-45%	17%	-2%	9%	5.7%	-1%	i	-0.1%	-1.6%
Cc1ccc(OCC(=O)NCCCNC(=O)c2cccnc2)cc1C	-28%	-40%	-3%	16%	-2.3%	-7%	nt	1.3%	1.1%
CC1=C(C(=O)OC(C)C)C(c2cccc(F)c2)n2ncnc2N1 (configuration not stated)	-5%	11%	5%	10%	-3.6%	-1%	i	0.1%	0.9%
Cc1c(NC(=O)c2cc(-c3ccc(Cl)c(Cl)c3)on2)c(=O)n(-c2ccccc2)n1C	-20%	-28%	17%	9%	13%	0%	nt	-0.5%	1.4%
Cc1ccc(C)c(CS(=O)(=O)c2cn(CC(=O)N3CCCCC3)c3ccccc23)c1	-19%	13%	-4%	18%	-1.2%	2%	i	-1.0%	2.4%
CCc1nc(SCc2cccnc2)c2c(=O)n(C)c(=O)n(C)c2n1	7%	-8%	3%	19%	-3.4%	-1%	i	0.0%	1.2%
CC(C)N1CCN(Cc2cccn2-c2cccnc2)CC1CCO (configuration not stated)	-33%	-24%[20 µM]	8%	-7%	nt	2%	i	1.4%	2.3%
COCCCNC(=S)N1CCN(C(=O)C(=O)Nc2ccc(C(=O)OC)cc2)CC1	-20%	-14%	0%	6%	6.8%	1%	i	-0.4%	-1.4%
Clc1ccc(-c2nsc(N3CCOCC3)n2)c(Cl)c1	-86%	-20%	13%	-126%	-4.4%	-9%	nt	-1.1%	0.2%
Cc1ccc(C(=O)N[C@H](C(=O)N2CCN(c3ccccc3F)CC2)C(C)C)cc1	14%	-10%	12%	4%	-2.4%	-6%	nt	-1.8%	-0.8%
Cc1nc(S/C(=C/c2ccc(OCc3ccc(C(=O)O)cc3)cc2)C(=O)O)n[nH]1	-1%	10%	15%	8%	0.6%	-1%	i	-0.1%	52%
COc1ccc(CN2CCNC(=O)C2CC(=O)NCCc2c[nH]c3ccccc23)c(OC)c1 (configuration not stated)	-30%	-16%[20 µM]	1%	8%	-5.6%	1%	i	0.1%	-0.5%

The list is partial; count on the stated rates, not on these rows.
